SR-BI DiI-HDL act = activators of SR-BI mediated HDL lipid uptake; CHO ldlA[mSR-BI] cells, DiI-HDL uptake fluorescence, 3 h; 100 = double the neutral-control signal; activation, % at 12.5 µM; 0.096% of 320,000 active; AID 504775;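 active = mean replicate activation of at least 60% and every replicate at or above 60%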;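 also: 0% = median plate neutral-control signal and 100% = twice that signal; values of inactives mirror those of a sister screen read the other way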
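Test system: SR-BI-overexpressing, LDLR-lacking CHO cells; Also added: labelled HDL, 10 µg/mL; Measured by: bottom-read cell fluorescence after medium removal, ex 550/em 595 nm; Timing: 3 h uptake period with compound, 37 °C; Buffer or medium: F12, 0.5% BSA, 25 mM HEPES; Doses: single compound concentration, delivered by pin transfer.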
Cardiac RTF inh = cardiac RTF calcium desensitization. AID 493244. 0.12% of 340,000 active. inhibition, % at 7.15 µM. IANBD-labeled cardiac RTF, Ca2+ fluorescence. P19429+P45379;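 active = inhibition above the mean inhibition of all tested compounds plus 3 SD, cut at about 17% in these data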;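 also: assay run at fixed EC70 calcium of 1.6 mM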
CAL PDZ FP-1 = inhibitors of human CAL PDZ peptide binding; 0.02% of 330,000 active; Q9HD26; purified CAL PDZ, TMR-peptide fluorescence polarization, 1 h; AID 504414; inhibition, % at 20 µM;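 active = highest replicate inhibition of at least 40%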;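 also: plate controls were DMSO neutral control wells for no effect and unlabeled competitor peptide control wells for full effect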
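Material – purified CerCALP PDZ construct · Detection – FP readout, S and P plane fluorescence · Measure – percent inhibition from loss of millipolarization · Controls – unlabelled peptide for full inhibition, DMSO wells as neutral · Probe or stimulus – TMR-labelled reporter peptide T*-PRC34 bound in PDZ groove · Times – 1 h at RT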
PKA-R2B activ = PKA-R2B complex activation | P22694+P31323 | PKA-R2B holoenzyme dissociation, Cy5-IP20 fluorescence polarization; R2B truncated from residue 108, S112A mutant; 0% DMSO only, 100% 113 µM cGMP | activation, % at 11.4 µM | 0.079% of 340,000 active | AID 504700;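 active = activation above a cutoff set at the mean over all compounds plus 3 SD, cut at about 18% in these data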;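 also: higher means more holoenzyme dissociation and a rise in polarization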
Target sequence (P31323 whole entry, looked up, other chains not shown, the tested form may be a part): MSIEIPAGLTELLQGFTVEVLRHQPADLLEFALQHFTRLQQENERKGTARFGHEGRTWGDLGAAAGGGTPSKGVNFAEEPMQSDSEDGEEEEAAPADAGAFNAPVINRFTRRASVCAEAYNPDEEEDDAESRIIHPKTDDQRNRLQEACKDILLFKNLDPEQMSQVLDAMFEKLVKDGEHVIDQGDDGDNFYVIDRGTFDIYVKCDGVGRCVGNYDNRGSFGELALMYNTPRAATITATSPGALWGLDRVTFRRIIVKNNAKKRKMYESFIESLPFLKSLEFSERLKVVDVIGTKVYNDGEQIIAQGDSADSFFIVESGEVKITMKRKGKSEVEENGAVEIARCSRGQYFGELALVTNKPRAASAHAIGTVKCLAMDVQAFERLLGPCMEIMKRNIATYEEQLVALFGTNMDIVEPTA
CAL PDZ FP-2 = inhibitors of human CAL PDZ peptide binding | inhibition, % at 24.9 µM | AID 602252 | purified CAL PDZ, TMR-peptide fluorescence polarization, 1 h | 0.92% of 300,000 active;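 active = mean inhibition of at least 30% with at least half of replicates also reaching 30%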;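 also: 0% = DMSO neutral control and 100% = excess unlabeled competitor peptide PRC23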
Keap1 Nrf2 FP = Keap1-Nrf2 (human) interaction inhibition. AID 504523. inhibition, % at 9.4 µM. Q14145. 0.15% of 340,000 active. Keap1 Kelch-Nrf2 peptide fluorescence polarization, 1536-well; in the data active = inhibition above about 12%;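 also: human Keap1 Kelch domain with fluorescein labeled Nrf2 9mer peptide probe; 0% = neutral control wells and 100% = peptide positive control; higher means more block of Keap1 binding to Nrf2 peptide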
Target sequence (Q14145 whole entry, looked up, the tested form may be a part): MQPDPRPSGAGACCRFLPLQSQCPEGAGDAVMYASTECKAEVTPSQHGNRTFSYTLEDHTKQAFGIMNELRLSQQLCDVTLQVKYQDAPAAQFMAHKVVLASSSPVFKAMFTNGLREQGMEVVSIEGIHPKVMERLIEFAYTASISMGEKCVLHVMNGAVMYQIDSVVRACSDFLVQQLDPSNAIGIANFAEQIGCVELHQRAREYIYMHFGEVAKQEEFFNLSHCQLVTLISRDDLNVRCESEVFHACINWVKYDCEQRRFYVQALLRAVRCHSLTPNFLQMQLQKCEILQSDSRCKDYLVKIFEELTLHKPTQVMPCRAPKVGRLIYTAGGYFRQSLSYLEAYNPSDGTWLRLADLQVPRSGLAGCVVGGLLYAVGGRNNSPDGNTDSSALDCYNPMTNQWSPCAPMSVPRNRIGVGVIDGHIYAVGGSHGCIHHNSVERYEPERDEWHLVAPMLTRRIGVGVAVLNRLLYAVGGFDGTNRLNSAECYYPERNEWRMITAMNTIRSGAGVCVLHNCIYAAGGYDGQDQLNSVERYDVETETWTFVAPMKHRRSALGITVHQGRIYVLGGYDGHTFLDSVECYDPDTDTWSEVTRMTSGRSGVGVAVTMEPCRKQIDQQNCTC
Rtt109 Vps75 = C. albicans Rtt109 histone acetyltransferase inhibition; purified Rtt109/Vps75, ThioGlo CoA-SH fluorescence, 4 h; inhibition, % at 34.9 µM; 0.16% of 330,000 active;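 active = inhibition of at least 50% in every replicate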
C-LANA FP = inhibitors of KSHV LANA C-terminal domain DNA binding | MBP-C-LANA/FAM-LBS DNA binding, fluorescence polarization | inhibition, % at 9 µM | 0.078% of 340,000 active | AID 504423;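 active = highest replicate inhibition at or above 60% at 9 µM, even if other replicates fall short; inactive = all replicates below 60% inhibition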;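 also: 0% = neutral control wells and 100% = 4 µM acridine orange control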
DAGLB inh = diacylglycerol lipase beta (human) inhibition. Q8NCG7. HEK293T DAGLB membrane lysate, EnzChek fluorogenic substrate. inhibition, % at 5.17 µM. 0.059% of 340,000 active. AID 504411; in the data active = inhibition above about 34%;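 also: 0% = enzyme with vehicle and 100% = wells lacking enzyme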
RTF Ca sens act = cardiac RTF calcium sensitization; IANBD-labeled TnC RTF fluorescence at EC20 calcium; 0% EC20 calcium, 100% full calcium; activation, % at 7.2 µM; 0.24% of 340,000 active; AID 493008;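 active = activation above the mean over all tested compounds plus 3 SD, cut at about 30% in these data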;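 also: rise in fluorescence read as greater calcium sensitivity of cardiac thin filaments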
The depositor's hits bear a star; x = not tested or not shown.

SMILES	SR-BI DiI-HDL act	Cardiac RTF inh	CAL PDZ FP-1	PKA-R2B activ	CAL PDZ FP-2	Keap1 Nrf2 FP	Rtt109 Vps75	C-LANA FP	DAGLB inh	RTF Ca sens act
CC(=O)c1cnc2cc(-c3ccc(C)cc3)nn2c1C	-14	-13	-2.8	-6	0	-2	-6	1.0	-10	7
O=C(CCn1nc(-c2ccc(Cl)cc2)c2ccccc2c1=O)NCCN1CCOCC1	-23	-7	-1.4	-9	1	0	-10	-0.4	-2	-3
Cc1nc2ccc(Br)cc2c2c1CC(CO)O2 (stereo unspecified)	4	-5	-1.3	2	2	0	-4	-6.1	1	2
O=C(COc1ccc2ccc(=O)oc2c1)N1CCN(c2ccccc2)CC1	-5	-11	-7.9	-2	-6	-3	-14	2.4	-1	1
O=c1[nH]c(NCCO)nc2c1C1(CCCC1)Cc1ccccc1-2	12	-10	-1.3	6	-12	-2	-2	-1.5	4	2
O=[N+]([O-])c1cc(S(=O)(=O)N2CCCC2)ccc1NCCCN1CCOCC1	13	-3	-1.1	-7	-1	3	0	-0.8	2	0
COc1cc(C(=O)Nc2nc(C)c(Cc3ccc4c(c3)OCO4)s2)cc(OC)c1OC	-16	-13	-2.5	8	-3	-1	-3	0.1	-3	-4
CCOC(=O)CCN(Cc1cccs1)S(=O)(=O)c1ccc(Cl)cc1	-7	-1	x	-5	-3	0	-16	1.5	-8	5
COc1ccc(NC(=O)C2CC(=O)n3ncnc3N2)cc1 (stereo unspecified)	10	-1	x	14	-6	4	-9	-0.3	-3	-1
COc1ccc(CCNC(=O)C(CCC(N)=O)NS(=O)(=O)c2ccc(Cl)cc2)cc1OC (stereo unspecified)	9	-3	-0.6	2	-2	-5	-2	-0.5	-1	-1
Cn1c(SCC(=O)Nc2nc3ccccc3s2)nnc1-c1ccccc1	-3	7	-3.3	-6	-1	4	9	-0.9	2	2
O=C(CN1C(=O)C2CC=CCC2C1=O)Nc1ccc(S(=O)(=O)Nc2ncccn2)cc1 (stereo unspecified)	6	7	1.2	-10	5	-3	-8	0.3	0	-5
CCn1cc(C(=O)NCCCOC)c(=O)c2cc(S(=O)(=O)N(C)C)ccc21	17	-1	0.9	5	x	0	1	-1.7	2	2
COc1ccc(C(CNC(=O)c2ccc(-n3cnnn3)cc2)N2CCOCC2)cc1 (stereo unspecified)	-7	1	0.1	0	0	-4	-6	-2.5	-2	-8
Cc1cc2ccccc2c(=O)n1CC(=O)Nc1ccc2c(c1)OCCO2	-5	-2	-2.0	-9	-7	-1	1	0.3	-3	-4
CN(C)C(=O)c1cc(C(=O)c2c(F)cccc2F)c[nH]1	-2	-5	0.2	-2	-1	7	-4	-0.6	3	0
Cn1ncc(-c2ccno2)c1C(=O)O	7	-8	-2.4	7	7	-2	-2	2.0	-2	6
CCOC(=O)c1c(-c2ccc(C)o2)csc1NC(=O)COC(=O)c1cccs1	5	-8	x	-9	-2	-20	4	1.5	-20	-6
NCCCNc1nc(N)c([N+](=O)[O-])c(NC2CCCCC2)n1	9	0	-0.7	7	0	-5	-10	-1.1	6	-12
Cc1cccc(NC(=O)Cn2ccn(-c3ccc4c(c3)OCCO4)c(=O)c2=O)c1	11	-20	-0.7	-2	-2	-3	6	-0.9	1	1
COc1cccc(COC(=O)c2ccc(S(=O)(=O)N3CCC(C)CC3)cc2)c1OC	2	-11	-1.8	-8	-4	3	-6	0.6	-10	-7
O=C(O)CCCn1cc(NC(=O)c2ccc(Br)o2)cn1	23	5	-0.4	-2	0	0	-3	-0.4	1	0
O=C1N/C(=N/O)S/C1=C\c1ccccc1-n1cccn1	12	-11	-0.7	0	-9	2	-11	-0.3	1	2
O=C(C(=O)N1CCN(c2ccccc2)CC1)c1c[nH]c2ccccc12	4	5	-0.6	-8	-1	2	-8	-1.9	-3	-4
O=C(CSc1nnc(SCc2ccc(Cl)cc2)s1)N/N=C/c1ccccc1Cl	-21	10	-1.9	-2	-2	-4	3	-3.7	-11	8
SMILES	SR-BI DiI-HDL act	Cardiac RTF inh	CAL PDZ FP-1	PKA-R2B activ	CAL PDZ FP-2	Keap1 Nrf2 FP	Rtt109 Vps75	C-LANA FP	DAGLB inh	RTF Ca sens act
Cc1ccc(OCC(=O)N(Cc2nnc(-c3ccccc3Cl)o2)C2CC2)cc1C	-3	-3	-1.7	12	-8	-2	5	-0.4	-3	3
CCOC(=O)C1=C(O)/C(=C/c2cc(C)n(-c3ccccc3)c2C)N=C1C	-22	-26	0.6	1	x	-2	-4	74*	1	8
Cc1noc(C)c1S(=O)(=O)N1CCC(C(=O)O)CC1	0	-13	-2.1	12	-2	-3	-3	-2.0	-3	0
O=C(CNc1ccccc1)N/N=C/c1cc([N+](=O)[O-])ccc1N1CCCC1	-73	8	0.1	-5	1	-1	-1	1.3	4	3
CC(=O)Nc1ccc(S(=O)(=O)NNC(=O)c2cccc([N+](=O)[O-])c2)cc1	3	-1	-1.0	7	-2	1	13	2.9	-3	-5
O=C(c1ccc(OC2CCN(C/C=C/c3ccccc3)CC2)cc1)N1CCCCC1	-68	5	13	-5	37*	-7	26	0.6	-2	-3
CCCCNC(=O)COC(=O)c1ccc(Cl)c(S(=O)(=O)N2CCCC2)c1	13	3	x	-3	-7	-2	-9	0.0	0	10
CCC1CCCCN1C(=O)COC(=O)COc1ccc(Br)cc1 (stereo unspecified)	2	0	-0.2	-7	0	-1	-7	1.0	-9	1
C/C(=N/NC(=O)c1cc(C)[nH]n1)c1ccco1	16	-7	-2.0	-12	0	1	0	0.9	1	16
O=C(COC(=O)Cc1ccsc1)Nc1ccc(S(=O)(=O)N2CCOCC2)cc1	9	-2	-1.8	0	2	-4	3	1.3	1	-5
O=C(CSc1ccc(Cl)cc1)Nn1cnnc1	4	5	-1.6	-7	-5	-8	-8	-1.6	-3	-4
CCOC(=O)C1CCN(Cc2ccc(N(C)C)cc2)CC1	10	1	0.2	0	2	0	2	-1.0	0	-6
O=C(Cn1nnc(-c2cc(Cl)ccc2-n2cnnn2)n1)N1CCCc2ccccc21	-37	-4	-0.3	-4	-2	0	5	-0.2	-2	2
O=C(Nc1ccc2c(c1)OCCO2)NC1(C(F)(F)F)Oc2ccccc2O1	14	-3	-0.5	1	x	0	-6	-0.6	-6	0
CCC(=O)Nc1ccc(NC(=O)CSc2nnnn2-c2ccc(OC)cc2)cc1	-14	-3	-0.3	-4	-9	-4	-11	2.9	-1	1
Cc1ccc(NC(=O)NCc2ccncc2)cc1Cl	21	10	-3.0	-5	6	-4	x	-0.8	0	-8
O/N=C1\CCCc2ccc(Cl)cc21	3	-7	-0.3	5	-4	-2	x	-1.2	-2	-4
Cn1nc([N+](=O)[O-])c(C(C#N)c2ccccn2)c(Cl)c1=O (stereo unspecified)	-8	-8	0.5	-12	1	2	-3	2.1	-2	16
Cc1ccc(C)c(N2CCN(C(=O)c3ccc(N4CCCC4=O)cc3)CC2)c1	-25	-4	-0.8	1	-5	-5	-4	-0.3	0	8
Cc1ccc2nc(N/N=C/c3ccccc3C#N)nc(-c3ccccc3)c2c1	-69	-3	-3.2	-2	x	-1	-1	1.9	2	4
CC(=O)OCP(C)(=O)COC(C)=O	11	-9	0.7	-21	x	-2	-2	-0.6	-4	-4
CCOC(=O)COc1cc(-n2c(=S)[nH]c3cc(OC)c(OC)cc3c2=O)c(Cl)cc1Cl	-26	-11	-2.4	5	-6	3	4	1.4	3	-5
COC(=O)C(Cc1c[nH]c2ccccc12)NC(=O)C(C)C (stereo unspecified)	11	-3	-1.8	11	0	-6	1	-0.2	-1	6
CC(C)(CO)NC12CC3CC(CC(C3)C1)C2	13	-3	-1.1	-3	-4	-2	-2	0.9	-3	-3
COc1ccccc1N1CCN(C(=O)CSc2nc3ccccc3nc2N2CCC(C)CC2)CC1	x	7	-1.7	1	-3	0	5	0.8	-5	-2
SMILES	SR-BI DiI-HDL act	Cardiac RTF inh	CAL PDZ FP-1	PKA-R2B activ	CAL PDZ FP-2	Keap1 Nrf2 FP	Rtt109 Vps75	C-LANA FP	DAGLB inh	RTF Ca sens act
Cc1ccc(N2CC(C(=O)OCC(=O)Nc3cccc(Cl)c3C)CC2=O)cc1 (stereo unspecified)	45	-5	-3.0	-11	-6	6	-2	1.6	-1	-1
O=c1c2ccccc2nnn1Cc1ccccn1	20	-3	-1.1	-3	x	3	16	0.8	-2	-5
CC1CCN(S(=O)(=O)c2ccc(C(=O)NCc3cccnc3)cc2)CC1	-4	-8	-0.8	5	0	-3	1	-0.4	1	4
CC(=O)n1cc([C@@H]2C=C(C(=O)Nc3ccccc3)O[C@H](OCc3ccc(CO)cc3)C2)c2ccccc21	-28	-4	0.1	-9	0	-5	1	1.9	-1	4
Nc1ccccc1C(=O)N(Cc1ccccc1)Cc1ccccc1	-12	-1	x	-6	-2	1	-9	0.0	-2	1
Cc1n(CC(=O)c2ccc(F)cc2)c2ccccc2[n+]1C	11	3	-1.6	-11	-1	-3	18	0.5	0	5
CN(c1ccc(C(=O)O)cc1)S(=O)(=O)c1ccc(Cl)cc1	-10	-3	-0.7	-7	-6	-3	-3	1.9	-2	-8
Nn1c(COc2ccccc2)nnc1SC(F)F	3	-3	0.0	-7	-2	1	-12	-0.7	-1	1
Cc1cc(C)c2c(CC(=O)Nc3ccc(Cl)cn3)coc2c1	-14	5	0.3	8	x	-1	-9	-1.1	-16	-8
COc1ccccc1N(Cc1cc(=O)[nH]c2ccccc12)C(C)=O	-6	-8	-0.7	5	-2	5	13	-1.3	4	4
CC(Sc1nnc(N)s1)c1ccccc1Cl (stereo unspecified)	8	-10	-0.6	0	-2	-4	0	2.1	-7	-6
c1ccc(CNc2c3c(nc4ncnn24)CCCC3)nc1	31	5	-0.7	-11	-2	-3	-6	0.2	0	8
Cc1cccc(NC(=O)c2ccc(CN3CCc4ccccc4C3)cc2)c1C	4	-8	-2.0	-4	1	3	x	-0.2	-5	2
CCc1nc2oc3ccccc3c(=O)c2c(=O)n1-c1ccccc1	6	10	-0.6	-3	x	-1	10	-1.3	0	-1
COc1ccc(COC(=O)c2sc3nc4n(c(=O)c3c2C)CCC4)cc1	-10	9	-0.2	-8	-2	-7	-4	2.7	-5	7
CCOC(=O)c1cccc(NC(=O)C2CCCN2S(=O)(=O)c2cccc3cccnc23)c1 (stereo unspecified)	-11	-1	-1.0	-8	x	-5	3	-0.2	-3	0

An excerpt from above in order of the DAGLB inh value, highest first:
canonical_smiles	DAGLB inh
Cc1n(CC(=O)c2ccc(F)cc2)c2ccccc2[n+]1C	0
CC(=O)n1cc([C@@H]2C=C(C(=O)Nc3ccccc3)O[C@H](OCc3ccc(CO)cc3)C2)c2ccccc21	-1
CN(c1ccc(C(=O)O)cc1)S(=O)(=O)c1ccc(Cl)cc1	-2

Compound activity (PubChem BioAssay)
